# HTR2A ag = agonists of mouse serotonin 5-HT2A receptor (HTR2A); activation, % at 7.6 µM; 360,000 tested, 0.66% active; P35363; CHO-K1 mHTR2A beta-arrestin complementation, luminescence; percent of 30 µM serotonin response;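 active means activation above a run cutoff, the mean activation of all tested compounds plus 3 SD, cut at about 14% in these data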;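 further: 0% = plate median of compound wells and 100% = 30 µM serotonin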
# Target sequence (P35363 whole entry, looked up): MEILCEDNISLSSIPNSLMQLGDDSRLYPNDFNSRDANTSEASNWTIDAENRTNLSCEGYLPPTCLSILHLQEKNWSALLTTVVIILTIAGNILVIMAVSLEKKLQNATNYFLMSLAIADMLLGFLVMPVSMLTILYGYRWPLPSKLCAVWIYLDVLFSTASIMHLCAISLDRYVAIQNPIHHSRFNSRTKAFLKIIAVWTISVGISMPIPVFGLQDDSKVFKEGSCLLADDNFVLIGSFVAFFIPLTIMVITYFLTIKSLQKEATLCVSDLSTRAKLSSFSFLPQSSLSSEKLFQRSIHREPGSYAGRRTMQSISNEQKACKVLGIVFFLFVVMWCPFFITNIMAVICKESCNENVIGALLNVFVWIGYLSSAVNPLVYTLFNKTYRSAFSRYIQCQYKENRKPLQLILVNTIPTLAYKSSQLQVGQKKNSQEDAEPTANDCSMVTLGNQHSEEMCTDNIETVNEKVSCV
# Exocytosis inh = lytic granule exocytosis inhibition; TALL-104 LAMP-1 surface exposure, flow cytometry; cells stimulated with thapsigargin and PMA; inhibition, % at 10 µM; 360,000 tested, 0.66% active;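 active means inhibition above about 55%, limit read from the data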
# MC4R antagonist = human MC4R antagonism in cAMP assay; P32245; MC4R-expressing cells, MTII-stimulated cAMP, LANCE TR-FRET; inhibition, % at 6.5 µM; 360,000 tested, 0.48% active; AID 540295;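 active means inhibition above its plate's cutoff, the mean of tested wells on that plate plus 3 SD, cut at about 29% in these data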;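 further: 0% = Melanotan II alone and 100% = Melanotan II plus saturating MCL0020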
# Target sequence (P32245 whole entry, looked up): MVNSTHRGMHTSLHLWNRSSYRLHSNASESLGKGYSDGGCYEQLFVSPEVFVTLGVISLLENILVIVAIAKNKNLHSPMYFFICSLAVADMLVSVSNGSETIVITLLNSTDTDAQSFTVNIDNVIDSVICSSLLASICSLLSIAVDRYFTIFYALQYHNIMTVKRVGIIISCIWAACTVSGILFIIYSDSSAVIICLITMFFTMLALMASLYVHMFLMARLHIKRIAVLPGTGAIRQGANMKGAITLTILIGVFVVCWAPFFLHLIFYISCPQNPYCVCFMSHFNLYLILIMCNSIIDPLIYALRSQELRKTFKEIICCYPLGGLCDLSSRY
#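 Test system: U2OS cells stably expressing human melanocortin 4 receptor (MC4R); also added: Melanotan II challenge; compound: 6.5 µM single dose; timing: 30-min compound preincubation, 1-h Melanotan II challenge, 1-h detection, room temperature; signal: Eu-cAMP/anti-cAMP TR-FRET, emission 671 nm; repeats: one well per compound, no replicates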
# MC4R barr agon = agonists of human melanocortin 4 receptor (MC4R) beta-arrestin; U2OS MC4R beta-arrestin complementation, luminescence; percent of melanotan II response, DMSO zero; AID 540308; activation, % at 8.9 µM; 360,000 tested, 0.98% active;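 active means activation above a per-plate cutoff, the mean activation of sample wells on that plate plus 3 SD, cut at about 8% in these data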
# H9c2 protect = myocardial damage modulation in H9c2 cells; H9c2 cardiomyocytes, H2O2 injury protection, ATPLite, 2 h; protection from H2O2 cell death, % at 20 µM; 360,000 tested, 0.63% active;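 active means compounds giving at least 50% protection of heart cells from peroxide-induced death in the single-dose screen, raw or plate-pattern-corrected value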;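 further: 0% = DMSO wells with peroxide and 100% = DMSO wells without peroxide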
# ABHD5 PLIN5 PPI = blocks binding of human ABHD5 to perilipin-5 | Split G. princeps luciferase complementation, luminescence, 4 h | inhibition, % at 4 µM | Q00G26+Q8WTS1 | AID 602281 | 360,000 tested, 0.78% active;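 active means inhibition above the mean inhibition across every tested compound plus 3 SD, cut at about 22% in these data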;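 further: 0% = DMSO only wells and the 100% control is not disclosed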
# ABCB6 inh 2 = blocks the human ABCB6 transporter; Q9NP58; K562-ABCB6 porphyrin accumulation, flow cytometry, 1 h; active compounds read low; fluorescence ratio to DMSO, % at 10 µM; 360,000 tested, 0.19% active;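 active means fluorescence ratio to DMSO below 75%, the collection mean minus 3 SD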;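 further: signal is porphyrin accumulated inside mitochondria; 100% equals median channel fluorescence of DMSO control wells; lower ratio means ABCB6 inhibition with less porphyrin fluorescence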
# iPSC survival up = increases survival of single human iPS cells | hiPSC single-cell survival, ATPlite luminescence; 100% = ROCK inhibitor wells, 0% = DMSO | survival enhancement, % at 20 µM | 360,000 tested, 0.044% active; in the data active means survival enhancement above about 18%;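 further: cells exposed to compounds for 16 hours before the ATP read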
# aDG glyco up = increases alpha dystroglycan glycosylation; 360,000 tested, 0.22% active; activation, % at 10 µM; Pro5-aDG cells, alpha-DG glycosylation AlphaScreen (IIH6); 0% Pro5, 100% B10-LARGE cell signal;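 active means activation of at least 8% versus controls, or a plate z-score of at least 8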;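 further: Pro5 are CHO cells carrying HIG-tagged alpha-DG that lacks glycosylation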
# Glyco luc inh = N-linked glycosylation inhibition | D54 ERlucT glycosylation luciferase reporter, 24 h; percent of 100 nM tunicamycin response | reporter increase, % at 12.5 µM | 360,000 tested, 0.23% active | AID 588692;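 active means mean luciferase reporter signal, scaled so untreated is 0 and the glycosylation-blocking control 100, at or above a set limit in every replicate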;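 further: luciferase carries N-glycosylation sites so blocking glycosylation raises the light; 0% = median of neutral control wells and 100% = median of 100 nM tunicamycin wells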
# Active calls of the source: *; nt = no result given. Compounds were not picked by outcome; 4.5% or so of the library scored in one or more.
compound	HTR2A ag	Exocytosis inh	MC4R antagonist	MC4R barr agon	H9c2 protect	ABHD5 PLIN5 PPI	ABCB6 inh 2	iPSC survival up	aDG glyco up	Glyco luc inh
Cc1nc(C(=O)N(C)C)nn1-c1cc(Cl)ccc1Cl	-3	-1	-4	-2.5	8	-4	97	-0.7	-0.1	0
Cc1nn(C)c(C(=O)NNC(=S)NCc2ccccc2)c1Cl	-11	1	3	-2.7	2	-4	96	0.0	-0.4	3
CC1(C)SCC(C(=O)O)N1C=O (stereo not drawn)	-2	4	1	-1.4	-1	-10	96	-1.2	2.1	0
COc1ccc(-c2noc(CCC(=O)Nc3cccnc3)n2)cc1	-2	-4	3	-0.9	-5	-1	97	-0.5	0.1	-1
CCN(C(=O)CSc1nnc(Nc2cccc(C)c2C)s1)C1CCS(=O)(=O)C1 (stereo not drawn)	1	-2	4	0.8	-12	-1	95	1.0	-0.1	2
Cc1nc(N2CCCCC2)[nH]c(=O)c1CN(C)N=O	1	3	4	1.0	18	7	104	-2.0	0.2	1
COC(=O)CCc1nc2ccccc2nc1OC	1	-1	8	0.4	5	1	96	-0.2	-0.1	1
CCN1C(=O)N(C)C2(c3ccccc3)N(C)C(=O)N(C)C12c1ccccc1 (stereo not drawn)	-6	1	0	-2.3	6	-7	101	-1.9	-0.1	1
CC(C)CC(=O)Nc1c2c(nn1-c1cccc(Cl)c1)CS(=O)C2 (stereo not drawn)	3	0	14	-0.1	-3	-4	100	0.0	0.0	0
CCOC(=O)C1CCCN(C(=O)c2cc(-c3ccccc3)cs2)CC1 (stereo not drawn)	-1	3	-3	0.1	-3	1	106	1.3	0.2	-1

compound	HTR2A ag	Exocytosis inh	MC4R antagonist	MC4R barr agon	H9c2 protect	ABHD5 PLIN5 PPI	ABCB6 inh 2	iPSC survival up	aDG glyco up	Glyco luc inh
S=c1[nH]ncn1/N=C/c1cccc(Oc2ccccc2)c1	2	1	16	-1.0	-6	-10	102	-1.0	0.5	-1
CC(Sc1nncn1C)C(=O)Nc1ccc2ccccc2c1 (stereo not drawn)	9	2	3	-0.3	0	8	101	-0.4	-0.1	1
CSc1nc2ncc3c(n2n1)CC1c2ccccc2CCN1C3=O (stereo not drawn)	-2	12	2	1.6	59*	1	96	-0.4	-0.4	4
O=C(O)c1ccc(NC2=C(n3nnc4ccccc43)C(=O)c3ccccc3C2=O)cc1	6	-1	-10	0.7	-8	3	100	0.9	0.0	4
COc1ccc(C(=O)NC2CCN(C(=S)Nc3cc(C)ccc3C)CC2)cc1	-3	0	2	-2.8	-3	-6	100	-1.3	0.0	-1
COc1ccc(Cl)cc1C(=O)NNC(=O)CCNC(=O)c1ccccc1	0	0	13	1.6	1	0	98	-1.9	-0.3	3
CCOC(=O)c1[nH]c2cc3c(cc2c1NC(=O)CN1CCC(C)CC1)OCO3	0	-2	-13	-1.5	-5	-2	94	-1.4	1.1	-2
COc1ccc(-n2c(=O)c(CCC(=O)N(C)Cc3ccccc3C)nc3ccccc32)cc1	4	8	3	-2.0	-2	4	147	-0.4	0.9	1
O=C(CSc1nc2ccccc2c(=O)[nH]1)NCc1ccc(Cl)cc1	-3	1	3	-1.7	28	-4	106	-1.1	0.0	0
COc1ccc(Oc2coc3cc(OC(=O)/C=C/c4ccccc4)ccc3c2=O)cc1	0	9	4	-0.5	-1	5	98	-0.3	0.0	2

compound	HTR2A ag	Exocytosis inh	MC4R antagonist	MC4R barr agon	H9c2 protect	ABHD5 PLIN5 PPI	ABCB6 inh 2	iPSC survival up	aDG glyco up	Glyco luc inh
CC(=O)Nc1ccc(S(=O)(=O)c2c(N)n(CCN3CCOCC3)c3nc4ccccc4nc23)cc1	4	-2	-1	0.6	7	7	94	-2.0	0.1	-3
CNC(=O)CNC(=O)Nc1ccc(C)cc1	5	-1	-2	0.2	4	-1	93	1.0	0.2	0
O=C(CCNS(=O)(=O)c1ccc(Br)s1)N1CCN(c2ccccc2)CC1	0	0	8	-0.7	-6	3	103	-1.6	0.3	-3
O=C(N/N=C/c1ccc(O)c(O)c1)C1CC1	1	3	1	-0.5	8	-7	101	-0.4	0.0	-2
CSc1ccccc1NC(=O)COC(=O)CSc1ccc(C)cc1	5	4	-2	0.4	0	-6	92	-0.4	-0.2	1
O=C(CN(Cc1ccc2c(c1)OCO2)C(=O)CNS(=O)(=O)c1ccccc1)NCc1ccco1	4	3	12	0.2	9	-2	97	0.6	0.1	0
CC1CCCC(C)N1C(=O)Cn1c(SCC(=O)NCc2ccc3c(c2)OCO3)nc2ccccc21 (stereo not drawn)	-3	-1	16	-0.1	5	3	102	-0.5	0.8	-1
CCS(=O)(=O)c1ccc2oc(SCC(=O)N3c4ccccc4CC3C)nc2c1 (stereo not drawn)	-2	0	0	0.0	16	4	90	-1.6	-0.2	-3
CS(=O)(=O)Nc1ccc(F)cc1	7	-23	nt	nt	nt	10	92	-0.8	-0.2	nt
O=C(CCc1ccc(S(=O)(=O)N2CCOCC2)cc1)N/N=C/c1ccc(O)c(O)c1O	8	-2	-1	-0.4	9	-8	96	0.9	0.0	-16

compound	HTR2A ag	Exocytosis inh	MC4R antagonist	MC4R barr agon	H9c2 protect	ABHD5 PLIN5 PPI	ABCB6 inh 2	iPSC survival up	aDG glyco up	Glyco luc inh
Cc1ccc(C(=O)NCCn2cc(SCC(=O)Nc3cc(C)on3)c3ccccc32)cc1	-1	-1	18	1.1	8	-17	102	1.3	0.1	-6
CCOC(=O)C1CCCN(C(=O)c2cc(Nc3ccc(OC)c(OC)c3)nc3ccccc23)C1 (stereo not drawn)	1	-3	-2	-1.1	-2	29*	95	-3.6	0.0	-2
CC(=O)c1cccc(NC(=S)NC(=O)c2cncc(Br)c2)c1	8	5	1	0.1	7	4	99	-0.7	0.0	0
CCN(CC)c1ccc(NC(=O)CN2C(=O)CSc3ncccc32)c(C)c1	8	10	3	0.6	-9	-3	102	-0.2	0.7	-2
O=C(NCC(c1cccs1)N1CCOCC1)C1CCN(S(=O)(=O)c2cccc(C(F)(F)F)c2)CC1 (stereo not drawn)	-4	6	10	2.4	-2	2	94	0.0	0.1	-1
CCN(CC(=O)Nc1ccc(NC(C)=O)cc1)C(=O)Cc1ccccc1F	1	12	7	-1.2	8	-3	96	-0.6	-0.1	4
Clc1ccc(Cc2noc(Cc3ccccc3)n2)cc1Cl	-2	-1	1	6.5	-8	5	96	4.1	0.1	-2
COc1ccc(CN2CCNC(=O)C2CC(=O)NCC2CCOCC2)cc1C (stereo not drawn)	-2	-2	1	-2.1	-2	-1	96	0.0	0.4	2
O=C(CCCl)Nc1cc(SCCO)cc([N+](=O)[O-])c1	0	-1	7	-2.5	1	-1	103	1.9	-0.2	-4
Cc1cc(=O)oc(C)c1C(=O)N1CCN(C)CC1	-2	5	10	-1.7	3	6	105	-0.3	-0.1	0

compound	HTR2A ag	Exocytosis inh	MC4R antagonist	MC4R barr agon	H9c2 protect	ABHD5 PLIN5 PPI	ABCB6 inh 2	iPSC survival up	aDG glyco up	Glyco luc inh
COc1ccc(OCCOC(=O)c2nc3nccc(C)n3n2)cc1	-2	58*	13	2.3	1	-4	113	0.7	0.4	1
COc1ccc(/C=N/NC(=O)c2snnc2C)c(OC)c1OC	2	3	3	-1.6	-7	1	93	0.3	0.3	0
CC(C)(C)OC(=O)C[C@H]1C/C=C\C[C@@H](CC(=O)NCCO)C(=O)N[C@H](C(C)(C)C)COC1=O	3	0	-3	-1.9	2	-10	88	2.3	-0.2	0
O=C(Nc1csc([N+](=O)[O-])c1)Nc1ccccc1Cl	-2	35	13	3.8	-14	-3	101	-0.7	0.5	-4
COc1ccc(NC(=O)CSc2[nH]c(=O)cc(C)c2C#N)cc1OC	-1	0	5	-2.1	0	-6	93	0.7	-0.1	1
Cc1ccc(Cn2c(=O)c3ccccc3n3c(SCC(=O)N4CCCCC4C)nnc23)cc1 (stereo not drawn)	-3	2	17	-1.2	14	2	92	-2.0	-0.1	-2
CC(=O)c1cc(-c2ccccc2)n(CC(=O)N2CCN(C3CCCC3)CC2)c1C	1	1	12	3.8	-2	-3	102	-1.9	-0.4	1
O=C(c1ccc2nccnc2c1)N1CCN(Cc2ccc3c(c2)OCO3)CC1	-1	3	18	0.2	-2	5	86	-1.9	0.0	-3
CCOC(=O)CC(NC(=O)c1cccc2c1C(=O)N(Cc1cccnc1)C2)c1ccc(OCC)c(OC)c1 (stereo not drawn)	-2	-1	10	-1.4	10	3	99	-0.7	0.0	-2
CCCn1c(SCc2ccc(Cl)cc2)nc2c1c(=O)[nH]c(=O)n2C	-1	1	-10	0.8	22	1	95	5.8	0.7	1

compound	HTR2A ag	Exocytosis inh	MC4R antagonist	MC4R barr agon	H9c2 protect	ABHD5 PLIN5 PPI	ABCB6 inh 2	iPSC survival up	aDG glyco up	Glyco luc inh
Cc1cc(C(=O)OCC(=O)Nc2cccc(S(=O)(=O)N3CCOCC3)c2)c(C)o1	-5	3	7	0.5	-4	-1	95	-1.1	-0.2	0
Cc1ccc2nc(-c3ccncc3)cc(C(=O)NCc3ccccc3F)c2c1	3	2	18	-2.5	10	4	89	0.2	0.0	0
Cc1cc(OCC(=O)Nc2ccc3c(c2)OCCO3)cc(C)c1Cl	3	-3	7	3.5	-12	1	99	-1.4	0.5	2
CCOC(=O)c1ccc(CC(=O)c2ccc(O)c(O)c2O)o1	-1	1	9	-1.5	9	-16	99	-2.0	0.0	0
Cn1c2ccc(F)cc2c2nnc(SCC(=O)Nc3cccc(O)c3)nc21	6	1	-3	0.8	-4	3	93	-0.6	0.1	2
Cc1ccc(S(=O)(=O)N2CCCCC2)cc1NC(=O)c1ccc2ccccc2n1	-4	1	21	1.8	6	-2	97	6.0	-0.3	1
Cc1cc2ccccc2cc1CN1CCOCC1	1	1	0	0.4	1	3	98	-2.3	-0.2	0
O=C(Oc1c(-c2ccccc2)c(=O)n2c3c(cccc13)CC2)c1ccccc1	4	-9	10	-0.4	38	-10	99	-0.2	-0.1	4
O=C(Nc1cccc(Cl)c1)C1CCCN(C2=NS(=O)(=O)c3ccccc32)C1 (stereo not drawn)	-5	-1	0	-3.1	0	9	103	-0.4	-0.1	0
Cc1cc2c(NS(=O)(=O)c3ccc(F)cc3)cccc2nn1	-1	-2	13	0.5	-5	-2	103	2.3	0.1	2

compound	HTR2A ag	Exocytosis inh	MC4R antagonist	MC4R barr agon	H9c2 protect	ABHD5 PLIN5 PPI	ABCB6 inh 2	iPSC survival up	aDG glyco up	Glyco luc inh
Cc1cccc(OCCCC(=O)N2CCCCCC2)c1C	-3	35	0	0.6	-1	3	99	-0.3	0.2	-1
O=C(Nc1cccc(S(=O)(=O)Nc2ccc(Cl)cc2)c1)c1cc2c(s1)CCCC2	-3	10	14	0.4	-7	-13	98	-1.1	0.4	-4
CC1(C)NC(=O)N(CC(O)COc2ccccc2C(=O)N2CCCCC2)C1=O (stereo not drawn)	0	-1	2	-2.2	2	6	101	-2.6	0.0	1
CN(C)c1cc[n+](CC(=O)c2cccs2)cc1	1	-2	0	-0.9	2	3	101	-0.9	0.0	0
Nc1nnc(CSCc2ccc(Cl)cc2Cl)s1	-3	-8	5	-3.7	-3	0	105	2.6	-0.1	-1
COc1ccc(C(=O)NCCc2c[nH]c3ccccc23)cc1OC	1	3	0	-2.7	5	-10	96	0.7	-0.2	1

# Screening results as filed in PubChem.
